HIV fusion peptide: cell-free HIV fusion peptide-binding blockers – biochemical, uHTS, fluorescence dequenching, primary screen (AID 1986); cell-free peptide binding, fluorescence dequenching, 30 min; higher % means a stronger effect; inhibition, % at 20 µM; hits with a dose series show IC50 in µM; 290,000 compounds, 0.3% hits; in the data active = inhibition mostly above about 52%, no sharp cut-off; inactive = mostly below about 76%; note: some results filed as inactive read as strong as hits
GPR55 LPI antagonism: GPR55 antagonists blocking LPI-driven arrestin recruitment, primary screen, imaging, U2OS, beta-arrestin-GFP, LPI agonist (AID 2013); 290,000 compounds, 0.13% hits; U2OS GPR55 beta-arrestin-GFP translocation imaging, LPI antagonism; higher % means a stronger effect; inhibition, % at 10 µM, or IC50 in µM where a hit was titrated;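 active = spots per cell inhibited over 60%, with over 100 cells counted and total cytoplasm intensity under 500,000; inconclusive = wells with under 100 cells, flagged as likely toxic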;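 note: U2OS cells stably carrying GPR55 and arrestin-GFP stimulated by 5 µM LPI near EC80; imaged beta-arrestin-GFP aggregate spots per cell after agonist stimulation; plate controls were LPI-stimulated DMSO wells for no effect and DMSO wells without LPI for full effect; some results filed as inactive read as strong as hits; confirmed hits need IC50 under 10 µM and bright autofluorescent wells are also inconclusive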
KOR beta-arrestin-1: KOR agonists, beta-arrestin recruitment, primary screen, cell-based, luminescence, uHTS (AID 1777) | KOR beta-arrestin recruitment, luminescence; higher % means a stronger effect | activation, % at 10 µM, or EC50 in µM where a hit was titrated | 280,000 compounds, 0.02% hits; in the data active = activation above about 50%, passing the limit was not always enough; note: a part of the inactive calls stands beside numbers as strong as those of hits
SIAH1 antagonists: blockers of Siah-1 interaction with plectin peptide – biochemical, fluorescence polarization, rhodamine-plectin, uHTS, primary screen (AID 1817) | Siah-1 / rhodamine-plectin peptide fluorescence polarization; higher % means a stronger effect | displacement, % at 20 µM; hits with a dose series show IC50 in µM | 290,000 compounds, 0.02% hits;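 active = displacement of at least 50% at 20 µM, with a fluorescence ratio check between 0.3 and a set limit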;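 note: plate controls were Siah plus tracer with DMSO for no effect and tracer alone without Siah for full effect; strong numbers were not always called active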
GPR55 beta-arrestin: selective activators of receptor GPR55 – imaging, U2OS cells, beta-arrestin-GFP redistribution, primary screen (AID 1961); U2OS GPR55 beta-arrestin-GFP redistribution imaging; higher % means a stronger effect; activation, % at 10 µM; hits with a dose series show EC50 in µM; 290,000 compounds, 0.048% hits;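 active = activation above 40% with more than 50 cells counted in the well; inconclusive = wells holding fewer than 50 cells, flagged as toxic or sparse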;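 note: U2OS osteosarcoma cells stably expressing GPR55 and beta-arrestin-GFP; plate controls were DMSO negative control for no effect and LPI positive control for full effect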
AID2073: disruptors of CaV2.2 binding to Mint1 – biochemical, HTRF (AID 2073); HTRF protein-protein interaction, Mint1-CaV2.2; higher % means a stronger effect; inhibition, % at 20 µM; hits with a dose series show IC50 in µM; 290,000 compounds, 0.19% hits; in the data active = inhibition mostly above about 51%, no sharp cut-off; inconclusive = no clear call, values can overlap the other calls; inactive = mostly below about 53%; note: some results filed as inactive read as strong as hits
NOD1 NF-kB reporter: inhibition of NOD1-driven NF-kB reporter – cell-based, luminescence, uHTS, primary screen (AID 1578). NOD1-driven NF-kB luciferase reporter cells, luminescence; higher % means a stronger effect. inhibition, % at 4 µM, or EC50 in µM where a hit was titrated. 290,000 compounds, 1% hits; in the data active = inhibition mostly above about 36%, no sharp cut-off; inactive = mostly below about 34%;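 note: HEK-293T reporter cells stimulated with the NOD1 agonist gamma-tri-DAP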
GPR35 arrestin U2OS: inhibition of zaprinast-stimulated GPR35 beta-arrestin translocation – imaging, U2OS, beta-arrestin-GFP, zaprinast agonist, primary screen (AID 2058) | U2OS GPR35 beta-arrestin-GFP translocation imaging, zaprinast antagonism; higher % means a stronger effect | 290,000 compounds, 0.052% hits | inhibition, % at 10 µM, or IC50 in µM where a hit was titrated;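 active = inhibition of at least 50% with at least 30 cells and total cytoplasm GFP at most 10,000,000; inconclusive = under 30 cells or total GFP of 10,000,000 plus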
KOR beta-arrestin-2: KOR antagonists, beta-arrestin recruitment, cell-based, luminescence, uHTS (AID 1778) | 290,000 compounds, 0.091% hits | KOR beta-arrestin recruitment, luminescence, antagonist mode; higher % means a stronger effect | inhibition, % at 10 µM, or IC50 in µM where a hit was titrated; in the data active = inhibition above about 50%; note: strong numbers were not always called active
The depositor's hits bear a star; ? = inconclusive; . = no result given; [ ] = dose if it differs, or a comment. Only part of the results is shown. The share of hits here may be higher or lower than overall.

SMILES	HIV fusion peptide	GPR55 LPI antagonism	KOR beta-arrestin-1	SIAH1 antagonists	GPR55 beta-arrestin	AID2073	NOD1 NF-kB reporter	GPR35 arrestin U2OS	KOR beta-arrestin-2
O=C(CS(=O)(=O)c1cn(Cc2ccccc2Cl)c2ccccc12)N1CCOCC1	-0.9%	6%	2.2%	7%	0.2%	9%	-22%	1%	7%
COc1ccccc1NC(=O)CSc1nnc(-c2ccc(NC(C)=O)cc2)n1C	-1.0%	5%	-0.5%	5%	0.0%	-12%	-18%	0%	-20%
CC(C)NC(=O)[C@H]1N2C(=O)c3ccccc3C2SC1(C)C (some centres not stated)	1.4%	2%	-3.9%	4%	-0.1%	7%	2%	8%	5%
O=[N+]([O-])c1ccc(N2CCOCC2)cc1O	-1.9%	-3%	-4.1%	3%	-0.2%	-9%	-3%	-7%	26%
CCOc1ccc(OCC)c(NC(=O)CSc2nc3c(c(=O)n(C)c(=O)n3C)n2C(C)C)c1	-1.3%	-11%	4.6%	-4%	-0.1%	7%	2%	-16%	-26%
COC(=O)c1cc2nc(-c3ccc(OC)cc3)cc(C(F)(F)F)n2n1	-1.3%	-1%	26%	-2%	-0.3%	-4%	6%	-20%	-10%
CCOC(=O)C1CCCN(CC(O)COCc2ccccc2OC)C1 (configuration not stated)	-1.0%	-3%	-0.7%	3%	0.5%	2%	-30%	-2%	33%
Cc1nc2cc(C(=O)OCC(=O)NC(C)C(C)C)ccc2n1-c1ccccc1 (configuration not stated)	-2.5%	0%	2.9%	-6%	-0.2%	-1%	21%	-5%	-1%
O=C(NCc1ccc(Cl)cc1)c1cccnc1	2.8%	2%	-4.2%	0%	-0.2%	11%	-21%	-6%	-2%
COCC(C)N=C1NN=C(c2c[nH]c3ccccc23)CS1 (configuration not stated)	-1.1%	11%	-1.3%	-6%	-0.1%	-14%	8%	11%	-20%
COc1cc(CN2CC(=O)N(c3ccc(C)c(Cl)c3)C2=S)cc(OC)c1OC	0.8%	11%	0.4%	10%	0.3%	-22%	-9%	2%	2%
CC(=O)O[C@]1(C(C)=O)CCC2C3C=C(C)C4=CC(=O)CC[C@]4(C)C3CC[C@@]21C (some centres not stated)	0.7%	6%	-3.4%	3%	0.0%	12%	-5%	-2%	19%
COCCNC(=O)C(c1ccc(F)cc1)N(C(=O)CCC(=O)Nc1ccccn1)c1ccc(C)cc1 (configuration not stated)	-0.3%	2%	-1.0%	6%	-0.3%	-9%	-26%	-13%	3%
O=C(COC(=O)c1cccnc1)Nc1ccc(F)cc1	1.8%	26%	-5.2%	2%	0.0%	0%	-18%	6%	29%
O=C(COc1ccccc1F)Nc1nnc(-c2ccncc2)s1	1.6%	24%	2.4%	4%	-0.1%	7%	4%	21%	-14%
COC(=O)c1nc2n(n1)C(c1ccccc1OC)C1=C(CCCC1=O)N2 (configuration not stated)	-3.0%	4%	1.0%	-6%	0.3%	5%	3%	8%	-2%
CCOC(=O)C1=C(Nc2ccc(C)cc2)CC(C)(O)C(C(=O)OCC)C1c1ccccc1 (configuration not stated)	-2.0%	27%	-4.9%	-6%	-0.1%	-4%	26%	21%	16%
CCc1nnc(NS(=O)(=O)c2ccc(NC(=S)NC(=O)c3cccs3)cc2)s1	14%	-6%	-2.0%	13%	-0.1%	4%	-11%	-13%	-6%
CCOC(=O)C1(CC)NC(c2ccc(OC)c(OC)c2)C2C(=O)N(c3cccc(C(C)=O)c3)C(=O)C21 (configuration not stated)	-1.4%	.	0.0%	4%	0.0%	22%	-2%	0%	21%
O=C(CCc1nc(-c2cccs2)no1)NCc1ccc(F)cc1Cl	0.2%	1%	-7.7%	2%	-0.1%	-2%	-8%	-7%	14%
COC(=O)c1nc2n(n1)C(c1ccc(OC)c(OC)c1OC)C1=C(CCCC1=O)N2 (configuration not stated)	0.1%	-3%	4.1%	2%	-0.1%	-1%	-20%	1%	-33%
O=C(NCc1ccc(-c2nc3ccccc3s2)cc1)c1cc2ccccc2o1	-0.5%	3%	-4.0%	2%	-0.3%	19%	-24%	-8%	-15%
CCOC(=O)C1(CCOc2ccccc2)CCN(Cc2cc(OC)c(O)cc2Cl)CC1	-0.6%	12%	5.4%	4%	-0.1%	3%	-9%	-11%	-12%
CC(C)NC(=O)NC1C2CC3CC(C2)CC1C3 (configuration not stated)	0.9%	-8%	-1.7%	2%	-0.2%	-1%	-4%	15%	-1%
Cc1c(NC(=O)CN2C(=O)C(=O)c3ccccc32)c(=O)n(-c2ccccc2)n1C	1.0%	-4%	0.8%	2%	-0.1%	?	-42%	-4%	-21%
COc1ccc2cc(C(=O)N/N=C/c3sc4ccccc4c3O)ccc2c1	128%	5%	-1.1%	-5%	0.1%	35%	1%	-5%	32%
CC(C)c1ccc(NC(=O)CCNS(=O)(=O)c2cccc3nonc23)cc1	0.0%	-6%	-1.9%	-1%	-0.1%	-7%	-9%	-12%	-2%
CCOC(=O)CN(C(=O)Cn1nnc(-c2ccc(OC)cc2)n1)C(C(=O)NC1CCCC1)c1ccc(F)cc1 (configuration not stated)	1.0%	-13%	-1.0%	-2%	-0.4%	2%	-21%	-6%	35%
COc1cccc(N(CC(=O)N2CCc3ccccc3C2)S(C)(=O)=O)c1	-0.1%	1%	.	-3%	-0.1%	8%	-29%	3%	5%
O=C(c1ccc(-c2nc3ccccc3s2)o1)N1CCN(c2ccccc2O)CC1	0.2%	7%	3.1%	-2%	-0.1%	14%	-8%	-15%	-18%
Cn1cccc1C(=O)NCc1ccc(Cl)cc1	-0.4%	2%	-2.3%	2%	-0.2%	15%	-12%	11%	-23%
CCN1C(=O)c2cccc3c(NC(=O)c4ccc5c(c4)OCCO5)ccc1c23	29%	-2%	34%	-2%	0.7%	36%	-29%	-13%	-22%
COC(=O)c1ccc(NC(=S)NC(=O)c2cc(-c3ccccc3)nc3ccccc23)cc1	-1.2%	9%	-5.4%	-4%	-0.1%	1%	22%	6%	-49%
COC(=O)CSc1nc2nc(-c3cccs3)cc(C(F)(F)F)c2c(=O)[nH]1	3.3%	15%	1.5%	0%	-0.1%	6%	-8%	2%	10%
CCN(CC)CCN(Cc1cc2cc3c(cc2[nH]c1=O)OCO3)C(=S)NCC(C)C	-0.2%	12%	4.7%	14%	-0.1%	-12%	-34%	0%	-47%[20 µM]
COc1ccccc1CCC(=O)Nc1ncc(C)s1	0.4%	-7%	-0.5%	-1%	0.0%	3%	-7%	0%	-5%
O=P(c1ccccc1)(c1ccccc1)C(c1ccccn1)P(=O)(c1ccccc1)c1ccccc1	0.1%	3%	-2.4%	5%	-0.1%	3%	-17%	13%	21%
Cc1csc(NC(=O)c2ccc3ccccc3n2)n1	0.1%	9%	-2.6%	-2%	0.3%	5%	4%	26%	15%
O=C(Nc1nnc(S(=O)(=O)N2CCCCC2)s1)c1cccc(Br)c1	12%	16%	6.9%	-1%	-0.1%	33%	49%	7%	-34%[20 µM]
O=C(NCc1ccccc1)C1CCCN(S(=O)(=O)c2ccc(-n3cnnn3)cc2)C1 (configuration not stated)	1.1%	-15%	9.0%	3%	0.7%	8%	34%	-3%	-41%
O=C(Cc1c[nH]c2ccccc12)NC1(C(=O)NC2CCCC2)CCCCC1	0.5%	10%	0.6%	-2%	-0.3%	-8%	-20%	-2%	-7%
Cc1ccc(-n2ncc3c(NCc4ccco4)ncnc32)c(C)c1	0.0%	7%	-0.5%	0%	0.2%	2%	-30%	9%	32%
Cc1ccc(NC(=S)N2CCC(NC(=O)C3CCCCC3)CC2)cc1C	-2.0%	2%	0.2%	-1%	-0.2%	-21%	-1%	26%	-10%
Cc1cccc(NC(=O)c2ccc3nccnc3c2)n1	3.0%	5%	4.0%	-3%	-0.1%	26%	-33%	10%	4%
CCOC(=O)COc1cccc2c(=O)n(CC(=O)NCc3ccccc3)ccc12	-0.9%	-22%	1.2%	7%	-0.1%	9%	-2%	-14%	-68%

One compound at a time, from the list above. Order of values: HIV fusion peptide	GPR55 LPI antagonism	KOR beta-arrestin-1	SIAH1 antagonists	GPR55 beta-arrestin	AID2073	NOD1 NF-kB reporter	GPR35 arrestin U2OS	KOR beta-arrestin-2
`O=C(COc1ccccc1F)Nc1nnc(-c2ccncc2)s1` in the list: 1.6%	24%	2.4%	4%	-0.1%	7%	4%	21%	-14%
`COc1cccc(N(CC(=O)N2CCc3ccccc3C2)S(C)(=O)=O)c1` in the list: -0.1%	1%	.	-3%	-0.1%	8%	-29%	3%	5%

The list continues:
SMILES	HIV fusion peptide	GPR55 LPI antagonism	KOR beta-arrestin-1	SIAH1 antagonists	GPR55 beta-arrestin	AID2073	NOD1 NF-kB reporter	GPR35 arrestin U2OS	KOR beta-arrestin-2
COCCN(C/C=C/c1ccccc1)C/C=C/c1ccccc1	1.3%	-6%	-2.7%	5%	-0.2%	2%	-21%	0%	-6%[20 µM]
O=C(NCCc1ccc(Cl)cc1)c1ccc(CNc2c(N3CCOCC3)c(=O)c2=O)cc1	2.6%	46%	-1.5%	1%	0.6%	0%	0%	9%	-2%
CCn1cc(CNC(=O)/C=C/c2cnn(C)c2)c(C)n1	3.4%	8%	0.1%	1%	-0.2%	-3%	-36%	-16%	15%
CCN(CC)c1ccc(NC(=O)c2ccccc2F)cc1S(=O)(=O)Nc1ccccc1OC	-2.2%	-3%	13%	-6%	0.2%	-19%	-7%	3%	-8%
O=C(CCNS(=O)(=O)c1ccc(Br)s1)NCc1ccc2c(c1)OCO2	0.7%	3%	-3.3%	-3%	0.1%	14%	0%	-4%	7%
CS(=O)(=O)c1ccccc1C(=O)Nc1ccc(-c2nc3ccccc3o2)cc1	-0.2%	-16%	0.2%	-2%	-0.2%	8%	-27%	0%	-37%
CCc1ccc(NC(=O)CN(c2ccc(OC)cc2)S(=O)(=O)c2c(C)nn(C)c2C)cc1	1.1%	13%	0.7%	-2%	0.4%	-12%	-12%	25%	-14%
C/C(=C\C(=O)OCC(=O)NCc1ccccc1)C(=O)OCC(=O)NCc1ccccc1	-0.5%	-12%	6.6%	-8%	-0.6%	-4%	-4%	-20%	0%
Cc1cccc2cc(C(c3nnnn3Cc3ccccc3)N3CCN(c4ccccc4)CC3)c(=O)[nH]c12 (configuration not stated)	3.9%	9%	6.6%	3%	-0.2%	5%	2%	-2%	12%
CC(C)(C)NC(=O)NC(=O)CSc1nncs1	-1.0%	-1%	-5.5%	-1%	-0.5%	-1%	-21%	1%	13%
CC(=O)O/N=C(\N)c1cnn2c(C(F)(F)F)cc(C(F)(F)F)nc12	0.8%	8%	-4.5%	2%	-0.1%	-11%	-8%	8%	3%
COc1ccc(NC(=O)c2cc(S(=O)(=O)N3CCS(=O)(=O)CC3)ccc2Cl)cc1	-1.5%	10%	1.0%	2%	0.0%	-6%	1%	-19%	-1%
